# GalR3 antagonist: GalR3 antagonists in HEK293 cells, primary screen, cell-based, fluorescence readout; HEK293 GalR3-CNG cAMP membrane potential fluorescence; galR3 body fused to GalR1 C-terminus; 360,000 compounds, 0.44% hits; Galanin receptor type 3 (Homo sapiens), O60755; inhibition, % at 3 µM;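 active = inhibition above the screen-wide average plus 3 SD, cut at about 13% in these data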;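 also: forskolin and galanin both at EC90 stimulate the cells; cAMP rise reported by CNG channel membrane potential dye signal; 0% = forskolin plus galanin with DMSO and 100% = forskolin alone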
# MEKK2wt PB1 HTS: modulators of MEK5 binding to wildtype MEKK2, primary screen, biochemical, multiplex bead flow cytometry, Alexa488-MEK5. binding response (% of control), % at 10 µM. AID 1531, 2009. 290,000 compounds, 1.1% hits. Mitogen-activated protein kinase kinase kinase 2 (Homo sapiens), Q9Y2U5. Alexa488-MEK5 binding to MEKK2 WT; actives lie on both sides; in the data active = binding response below about 67% or above about 130%
# CRFBP-R2 block: antagonists of CRF-BP/CRF-R2 complex, primary screen, cell-based, HEK293, calcium dye fluorescence, uHTS. CRF-induced calcium fluorescence. 350,000 compounds, 0.59% hits. AID 588475, 2011. inhibition, % at 11.8 µM;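 active = inhibition of the ligand-induced calcium signal above about 50% at the single tested concentration, limit read from the data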
# MEKK3 PB1 HTS: modulators of MEKK3-MEK5 PB1 binding, primary screen, biochemical, wildtype MEKK3, multiplex bead flow cytometry, Alexa488-MEK5; Mitogen-activated protein kinase kinase kinase 3 (Homo sapiens), Q99759; bead-based flow cytometry, Alexa488-MEK5 binding to MEKK3; actives lie on both sides; 0 = blocked by unlabeled MEK5, 100 = vehicle; binding response (% of control), % at 10 µM; 290,000 compounds, 1.4% hits; AID 1529, 2009;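 active = binding response more than 3 SD above or below the average of its plate-row segment, actives on both sides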;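 also: Alexa488 bead fluorescence after subtracting the streptavidin-only scavenger bead signal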
# Target sequence (Q99759 whole entry, looked up): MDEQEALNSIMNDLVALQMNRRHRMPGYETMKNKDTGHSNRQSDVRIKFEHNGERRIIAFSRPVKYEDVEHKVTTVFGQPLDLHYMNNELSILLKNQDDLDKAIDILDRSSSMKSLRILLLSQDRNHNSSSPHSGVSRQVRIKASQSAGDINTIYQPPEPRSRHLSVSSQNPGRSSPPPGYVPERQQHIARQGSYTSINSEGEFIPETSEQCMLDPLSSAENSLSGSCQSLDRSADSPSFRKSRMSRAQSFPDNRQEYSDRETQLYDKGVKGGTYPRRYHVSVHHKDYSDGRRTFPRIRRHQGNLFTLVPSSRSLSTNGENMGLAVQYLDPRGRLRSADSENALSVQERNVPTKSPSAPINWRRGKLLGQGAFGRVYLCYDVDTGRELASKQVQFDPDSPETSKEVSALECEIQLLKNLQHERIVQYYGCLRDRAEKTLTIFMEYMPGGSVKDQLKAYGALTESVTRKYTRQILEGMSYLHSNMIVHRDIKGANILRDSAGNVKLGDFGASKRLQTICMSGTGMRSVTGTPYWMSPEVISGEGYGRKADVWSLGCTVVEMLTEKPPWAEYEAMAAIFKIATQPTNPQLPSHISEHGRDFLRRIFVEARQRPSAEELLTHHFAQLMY
# NS3 helicase inh: inhibitors of HCV NS3 helicase, primary screen, biochemical, Cy5 molecular beacon fluorescence. inhibition, % at 10.9 µM. Hepatitis C virus NS3 helicase. NS3 helicase DNA unwinding. 290,000 compounds, 0.56% hits;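 active = inhibition above the mean of all tested compounds plus 3 SD, set per campaign, cut at about 35% in these data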;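 also: 0% = DMSO wells and 100% = thioflavine S control wells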
#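 assay system = NS3 helicase fragment of HCV | buffer or medium = MOPS pH 6.5, MgCl2, DTT, Tween20, BSA | timing = 60 min unwinding reaction at 25 °C after ATP addition | signal = Cy5 beacon fluorescence read at start and 1 h | read-out basis = % inhibition of unwinding | control set = low DMSO, high thioflavine S at 110 µM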
# SUMO HTRF inh: inhibitors of in vitro SUMOylation cascade, primary screen, biochemical, HTRF, uHTS. SUMO-conjugating enzyme UBC9 (Homo sapiens), P63279. HTRF SUMOylation assay, SAE1/SAE2 + UBC9. 290,000 compounds, 0.36% hits. inhibition, % at 35 µM; in the data active = inhibition above about 50%, passing the limit was not always enough; also: strong numbers were not always called active
# Target sequence (P63279 whole entry, looked up): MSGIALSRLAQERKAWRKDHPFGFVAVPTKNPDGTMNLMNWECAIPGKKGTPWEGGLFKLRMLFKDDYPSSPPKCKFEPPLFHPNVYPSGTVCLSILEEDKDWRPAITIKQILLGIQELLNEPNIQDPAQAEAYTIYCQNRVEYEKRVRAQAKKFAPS
# MEKK2 mut-MEK5: MEK5 binding signal on mutant MEKK2 PB1, primary screen, biochemical, multiplex bead flow cytometry, Alexa488-MEK5. Alexa488-MEK5 binding to MEKK2 mutant. percent response, % at 10 µM. 290,000 compounds, 0.35% hits. AID 1530, 2009; in the data active = percent response above about 24%, passing the limit was not always enough; also: inactives centre near 1; some results filed as inactive read as strong as hits
# CRFBP-R2 agonist: agonists of CRF-BP/CRF-R2 complex, primary screen, cell-based, HEK293, calcium dye fluorescence, uHTS | calcium dye fluorescence (FLIPR); percent of saturating CRF peptide response | activation, % at 13.2 µM | 350,000 compounds, 0.46% hits | AID 588473, 2011;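 active = activation of at least 50%, plus an integration ratio under a set limit after plate pattern correction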;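 also: plate controls were neutral control wells without compound for no effect and CRF at EC100 for full effect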
# DNA FID counter: compounds displacing fluorescent DNA intercalator, primary screen, artefact control for HCV NS3 helicase inhibitor project, biochemical, FID fluorescence; DNA fluorescent intercalator displacement; inhibition, % at 7.9 µM; 290,000 compounds, 0.17% hits; in the data active = inhibition above about 37%;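 also: 0% = vehicle and 100% = reference compound; higher means more ethidium bromide displaced from hairpin DNA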
# * hit, by the source's call; nt = no result given. The list is partial. The share of hits here may be higher or lower than overall.
# Start of the listing, in advance (4 entries):
SMILES,GalR3 antagonist,MEKK2wt PB1 HTS,CRFBP-R2 block,MEKK3 PB1 HTS,NS3 helicase inh,SUMO HTRF inh,MEKK2 mut-MEK5,CRFBP-R2 agonist,DNA FID counter
Cc1cc(C)c(NC(=S)N(Cc2cccnc2)Cc2ccco2)c(C)c1,2,112,-1,113,2,8,5,0.1,-8
Cn1cccc1C(=O)C(=O)Nc1ccccc1,2,104,1,105,-8,-4,5,-2.6,-3
COc1ccc(OC)c(-n2c(SCC(=O)Nc3cccc(S(N)(=O)=O)c3)nc3ccccc3c2=O)c1,2,98,4,104,1,-2,0,1.2,-27
O=C(Oc1ccc(Br)cc1C(=S)N1CCCCC1)c1cc([N+](=O)[O-])cc([N+](=O)[O-])c1,nt,98,-4,101,-9,-9,4,0.3,0

# All compounds of this part, from the start:
SMILES,GalR3 antagonist,MEKK2wt PB1 HTS,CRFBP-R2 block,MEKK3 PB1 HTS,NS3 helicase inh,SUMO HTRF inh,MEKK2 mut-MEK5,CRFBP-R2 agonist,DNA FID counter
Cc1cc(C)c(NC(=S)N(Cc2cccnc2)Cc2ccco2)c(C)c1,2,112,-1,113,2,8,5,0.1,-8
Cn1cccc1C(=O)C(=O)Nc1ccccc1,2,104,1,105,-8,-4,5,-2.6,-3
COc1ccc(OC)c(-n2c(SCC(=O)Nc3cccc(S(N)(=O)=O)c3)nc3ccccc3c2=O)c1,2,98,4,104,1,-2,0,1.2,-27
O=C(Oc1ccc(Br)cc1C(=S)N1CCCCC1)c1cc([N+](=O)[O-])cc([N+](=O)[O-])c1,nt,98,-4,101,-9,-9,4,0.3,0
Nc1nc(/C=C/c2ccc(F)cc2)nc(-c2ccccc2O)n1,4,101,-18,102,3,-23,-1,0.2,3
CCC(OC(=O)c1cccs1)C(=O)NCc1ccc(C)cc1 (centres undefined),-5,96,18,97,-2,-2,-10,-0.4,-4
O=C(CN1CCN(c2ccccc2F)CC1)c1ccc2c(c1)OCO2,-2,106,6,104,2,4,4,-1.6,-7
N/C(=N\OC(=O)c1cccc(Br)c1)c1ccc(Br)cc1,2,102,4,100,-2,7,3,2.0,1
O=C(ONC1=NCCCCC1)c1ccc([N+](=O)[O-])cc1,6,104,6,108,7,2,-1,0.3,-5
Cc1cc(=O)oc2c(C)c3occc3cc12,-2,98,-4,96,11,11,0,-0.2,-5
CCN=C1SC(C(=O)Nc2ccc(OC)cc2)CC(=O)N1CC (centres undefined),-1,101,-3,97,2,-21,8,3.5,-8
Cc1cc(=O)[nH]c(SCc2nc3ccccc3n2Cc2ccccc2)n1,-7,93,1,98,1,-15,0,0.4,-21
CC1CC(C)CN(CCCNC(=O)Cc2c(C(=O)O)[nH]c3ccccc23)C1 (centres undefined),-4,98,0,96,4,-27,-2,2.5,0
CCOC(=O)C1CCCN(C(=O)c2cc(S(=O)(=O)N3CCCCC3)ccc2C)C1 (centres undefined),-5,95,7,100,4,-2,2,-0.5,-34
O=C(Nc1nc2c(c(=O)[nH]1)CCCC2)C1CC1,-4,104,1,101,-16,9,3,1.1,-4
NC(=S)N1CCCc2ccccc21,-4,103,2,101,8,6,1,0.8,3
CCN(CC)c1ccc(NC(=O)c2ccc3c(c2)OCO3)c(C)c1,-13,102,3,99,-3,-7,-1,-0.3,-5
Cc1ccc(NC2c3ccccc3C(=O)N2c2cccnc2)cc1 (centres undefined),-1,109,-3,127,-27,15,24,-0.8,-12
CC(CCc1ccccc1)NC(=O)CSc1ccccc1 (centres undefined),-4,88,27,95,9,9,-2,6.9,-12
Cc1onc(-c2ccc3c(c2)OCO3)c1-c1ccc2[nH]ccc2c1,-10,93,10,101,-7,10,-2,-0.1,-8

# Part of the list above, with two lines to a compound.
# Below each compound – GalR3 antagonist	MEKK2wt PB1 HTS	CRFBP-R2 block	MEKK3 PB1 HTS	NS3 helicase inh	SUMO HTRF inh	MEKK2 mut-MEK5	CRFBP-R2 agonist	DNA FID counter
> CCC(OC(=O)c1cccs1)C(=O)NCc1ccc(C)cc1 (centres undefined)
 : -5	96	18	97	-2	-2	-10	-0.4	-4
> O=C(CN1CCN(c2ccccc2F)CC1)c1ccc2c(c1)OCO2
 : -2	106	6	104	2	4	4	-1.6	-7

# Individual results from the results shown:
# Under GalR3 antagonist, COc1ccc(OC)c(-n2c(SCC(=O)Nc3cccc(S(N)(=O)=O)c3)nc3ccccc3c2=O)c1 is listed with 2
# Under CRFBP-R2 agonist, NC(=S)N1CCCc2ccccc21 is listed with 0.8
# Under GalR3 antagonist, O=C(ONC1=NCCCCC1)c1ccc([N+](=O)[O-])cc1 is listed with 6

# The listing picks up; the 3 compounds before the break are reprinted first.
SMILES,GalR3 antagonist,MEKK2wt PB1 HTS,CRFBP-R2 block,MEKK3 PB1 HTS,NS3 helicase inh,SUMO HTRF inh,MEKK2 mut-MEK5,CRFBP-R2 agonist,DNA FID counter
Cc1ccc(NC2c3ccccc3C(=O)N2c2cccnc2)cc1 (centres undefined),-1,109,-3,127,-27,15,24,-0.8,-12
CC(CCc1ccccc1)NC(=O)CSc1ccccc1 (centres undefined),-4,88,27,95,9,9,-2,6.9,-12
Cc1onc(-c2ccc3c(c2)OCO3)c1-c1ccc2[nH]ccc2c1,-10,93,10,101,-7,10,-2,-0.1,-8
COc1ccc(-c2ccc(SCC(=O)Nc3cccc(C(C)=O)c3)nn2)cc1OC,-6,105,15,103,-3,16,4,-2.7,-22
Cc1ccc(CN(Cc2cccnc2)C(=O)CN2C(=O)COc3ccccc32)o1,nt,95,3,94,-6,9,-7,0.6,-16
CCOC(=O)C1CCCN(C(=O)c2cc3cc4ccc(OC)cc4nc3o2)C1 (centres undefined),nt,100,-7,99,-8,7,0,-2.0,-42
COC(=O)c1ccccc1N=Nc1c(C)[nH][nH]c1=O,8,109,5,108,5,-2,8,-6.7,-10
CC(=O)Nc1ccc(S(=O)(=O)NCc2cn3ccsc3n2)cc1,6,116,10,87,-8,12,5,-0.5,1
CCS(=O)(=O)N1CCC(C(=O)NCCc2ccc(C)cc2)CC1,-5,97,9,97,-11,2,-2,0.5,1
O=C(c1cc(-c2ccc(F)cc2)no1)N1CCN(Cc2ccc3c(c2)OCO3)CC1,-2,104,18,104,-13,-1,0,-1.9,-26
CCc1nc(NCCC(C)C)c(C#N)c2c1CCCC2,-4,102,59*,102,-2,11,3,4.3,-2
CC(=O)c1cccc(NC(=O)NCc2ccc3c(c2)OCO3)c1,-1,98,-23,104,-7,4,-4,11,-10
CCOC(=O)Nc1csnn1,-12,95,-2,94,-2,-4,-5,-1.5,-4
O=C(O)C1CCCN1S(=O)(=O)c1cccs1 (centres undefined),nt,91,nt,99,0,23,-4,nt,0
O=C(c1cnn2c(C(F)F)cc(C3CC3)nc12)N1CCc2ccccc2C1,7,104,-11,103,4,7,3,-0.2,-20
CCc1ccc(NC(=O)Cn2c(=O)c3cccn3c3ccccc32)cc1,-3,88,5,89,-35,45,-5,1.6,-15
O=C(NC(=S)N1CCN(Cc2ccccc2)CC1)c1cccnc1,-3,92,-1,93,4,2,-3,0.1,2
O=C(CCC(=O)c1ccccc1)Nc1ccccc1OC(F)F,-8,103,-10,106,-3,-13,12,-3.3,-11
CCOC(=O)N1CCC(NC(=O)c2ccc(CS(=O)(=O)c3ccccc3C)o2)CC1,nt,112,-6,107,1,-2,5,1.6,-32
COc1ccc(Cc2nnnn2CC(=O)O)cc1,-2,97,-1,95,-7,-1,4,0.5,-3
Cc1cc(C(=O)CN2C(=O)CN(C)C2=O)c(C)n1-c1cccc(S(=O)(=O)N2CCOCC2)c1,-5,85,3,92,-7,8,-12,-0.2,-27
CCOC(=O)c1c(NC(=O)C2CCCCC2)sc2c1CCN(C(C)C)C2,nt,106,-12,99,-24,0,1,0.9,14
Cc1c(C)c(C)c2[nH]c(=S)[nH]c2c1C,-2,100,9,101,-1,-2,1,-1.2,-6
CCCCNC(=S)N(C)/N=C/c1ccc(OCC(=O)Nc2c(C)cc(C)cc2C)c(OC)c1,-3,98,-10,129*,-3,-9,-1,2.8,-15
O=C1/C(=C/c2ccc(N3CCOCC3)o2)SC(=Nc2ccccc2)N1CCc1c[nH]c2ccccc12,nt,81,-2,95,11,17,14,24,-8
Cc1[nH]c(C)c(S(=O)(=O)NCc2ccc(OC(C)C)cc2)c1C(=O)N1CCCC1,-7,101,13,101,9,-12,-7,-0.6,-15
COC(=O)c1[nH]c2cccc(OC)c2c1NC(=O)C(C)N1CCC(C)CC1 (centres undefined),-6,106,-1,102,6,29,4,-3.5,-4
COc1ccc(/C=C(\C#N)C(=O)OCC(=O)NCc2ccc(Cl)cc2)cc1,nt,97,nt,107,3,6,-1,nt,-5
CCCNC(=O)c1ccc(COc2cccc3ccccc23)o1,-9,104,12,108,9,2,1,0.2,-29
O=S(=O)(c1cc(Br)c(Cl)s1)N1CCCC1,3,93,-4,91,-3,18,-12,0.1,1
O=C(C[n+]1cccc(CO)c1)Nc1nc2ccccc2s1,-1,92,2,94,-20,0,-7,-1.1,2
CNC(=O)CSc1nc2ccccc2c(=O)n1CCc1ccccc1,-6,108,15,103,5,18,4,-0.2,-6
CCOC(=O)c1c(-c2cccs2)csc1NC(=O)C(C)(C)C,-3,94,-26,98,0,-4,-8,-0.1,-16
CCn1nnnc1SCC(=O)Nc1nc2ccccc2s1,-4,100,-12,107,-9,13,-5,-2.7,-3
Cc1nc2ccccc2nc1N1CCCC1,-7,92,-10,90,-3,18,-20,-0.7,-4
CCOC(=O)c1cc(-c2ccccc2)sc1NC(=S)Nc1cccc(C)n1,-3,94,-29,101,4,-27,10,6.2,-11
O=C(Nc1cccc2ncccc12)c1ccc(Br)c([N+](=O)[O-])c1,-7,108,-11,106,1,10,-11,-2.3,-1
COc1ccc(OC)c(S(=O)(=O)N2CCCCCC2)c1,3,103,-7,102,3,17,8,1.5,-4
Cc1ccc(CCN2C(=O)CCC2(C)C(=O)NC2CCCC2)cc1 (centres undefined),-1,92,-16,102,2,15,-5,-2.7,-8
COc1ccc(C(=O)c2c(C(F)(F)F)oc3c2C(=O)c2ccccc2C3=O)cc1OC,-3,100,7,102,-3,22,1,4.0,2
COc1ccc(OC)c(C2C(C(C)=O)=C(O)C(=O)N2Cc2cccnc2)c1 (centres undefined),-6,100,-3,101,-1,16,1,-1.2,-1

# From PubChem BioAssay
